Bioassay records from PubChem.
Growth percent in the NCI-60 one-dose screen (48 h, 10 µM unless noted): 100 = growth as untreated, 0 = no growth, -100 = all killed.
EKVX – EKVX NSCLC; 71,000 compounds, 3% hits; AID 1794765
LOX IMVI – LOX IMVI melanoma; AID 1794757; 79,000 compounds, 7.4% hits
HOP-62 – HOP-62 NSCLC; 80,000 compounds, 3.9% hits
A549/ATCC – A549/ATCC NSCLC. AID 1794740. 81,000 compounds, 3.7% hits
SK-MEL-5 – SK-MEL-5 melanoma. 80,000 compounds, 6.4% hits
CCRF-CEM – CCRF-CEM leukemia. 77,000 compounds, 7% hits. AID 1794778
HOP-92 – HOP-92 NSCLC cells; 71,000 compounds, 6.3% hits; AID 1794738
M14 – M14 melanoma | 80,000 compounds, 6.2% hits | AID 1794745
The depositor's hits bear a star; . = no result given; & = joins results of further samples. How the source made its calls: active means growth percent below 10; inactive means the rest.

Values in the order: EKVX	LOX IMVI	HOP-62	A549/ATCC	SK-MEL-5	CCRF-CEM	HOP-92	M14
- O=S(=O)(Nc1cccc2ccccc12)c1ccc(-c2cnc(C3CC3)o2)cc1
  43	.	39	27	7.7*	18	.	15
- CC(C)(SC(c1ccccc1)(c1ccccc1)c1ccccc1)C(N)C(=O)O (stereo not drawn)
  .	97	102	93	101	88	.	109
- Cc1ccc(-n2nc3c(c(C#N)c2=O)CC(c2ccccc2[N+](=O)[O-])C([N+](=O)[O-])=C3O)cc1 (stereo not drawn)
  77	83	85	90	87	88	89	92
- OCC(O)C(O)C(O)C(/C=N/Nc1ccccc1)=N/Nc1ccccc1 (stereo not drawn)
  .	52	70	87	87	75	75	88
- CC(C)(Oc1ccc(C2CC2(Cl)Cl)cc1)C(=O)NCc1ccccc1 (stereo not drawn)
  82	89	82	82	94	87	91	94
- O=C1c2cccc3c(-c4ccc(-c5nc6c7ccccc7c7ccccc7c6[nH]5)cc4)ccc(c23)C(=O)N1Cc1ccccc1
  96	114	104	105	102	99	109	.
- Nc1[nH]n2cc(-c3ccccc3)nc2c1N=Nc1ccc(S(N)(=O)=O)cc1
  55	17	42	33	27	20	26	31
- S=C(Nc1ccccc1)Nc1ccccc1Cl
  92	97	178	98	101	102	95	80
- O=C1N(Cc2ccc([N+](=O)[O-])cc2)c2ccccc2S(=O)(=O)N1c1cccnc1Cl
  87	94	99	96	97	82	92	94
- O=C(c1ccccc1)C1OC1c1ccccc1 (stereo not drawn)
  104	84	110	73	100	90	110	87
- Cc1oc(-c2ccc(Cl)cc2)nc1/C=C/C(=O)c1ccc(F)cc1
  99	96	108	94	98	98	87	102
- Oc1ccccc1-n1c(-c2ccccc2)ccc1-c1ccccc1
  52	55	73	54	78	52	44	61
- COc1ccccc1/C=C/[C@H]1O[C@@H](C)[C@H](O)[C@@H]1O
  109	100	111	99	105	98	78	109
- O=C(OC(=Nc1ccccc1)c1nccc2ccccc12)c1ccccc1
  73	89	78	97	93	111	78	92
- CCCCSc1ccc(NC(=S)Nc2ccc(SCCCC)cc2)cc1
  125	104	96	103	108	90	80	113
- c1ccc2c(c1)CCCc1nnc3nncn3c1-2
  89	103	93	99	105	112	78	107
- Cc1ccc(Nc2c(O)nc[nH]c2=O)cc1
  108	118	.	111	109	104	.	103
- Cc1cc(N2CCOCC2)nc(-n2ccc3ccccc32)n1
  69	90	92	90	92	79	69	94
- CC1=NCC2NC(=O)NC(C)=C12 (stereo not drawn)
  100	101	98	105	.	100	88	98
- CCCCCCCC/C=C\CCCCCCCCOc1cccc(CC(=O)NCC[N+](C)(C)C)c1
  93	89	63	91	91	78	74	75

(listing goes on)
Values in the order: EKVX	LOX IMVI	HOP-62	A549/ATCC	SK-MEL-5	CCRF-CEM	HOP-92	M14
- Clc1ccc(OCc2cn(Cc3ccc(-c4ccccc4-c4nn[nH]n4)cc3)nn2)cc1
  105	103	98	101	108	110	106	104
- CCOC(=O)C(C)C/C(C)=N/NC(N)=O (stereo not drawn)
  99	102	92	72	103	100	87	96
- O=c1cc(C(F)(F)F)[nH]c(=S)[nH]1
  95	.	100	98	99	119	126	108
- N#CC(c1ccccc1)C1CCCCC1 (stereo not drawn)
  .	96	.	104	104	102	98	109
- COc1cc(CNC(=O)CCCC/C=C/C(C)C)ccc1OCc1nnc(Nc2ccccc2Br)o1
  91	94	.	101	101	97	100	101
- CCOC(=O)C1=C(C)NC(C)=C(C(=O)OC)C1c1cccc([N+](=O)[O-])c1 (stereo not drawn)
  76	94	107	87	.	101	.	92
- COc1ccc(-c2cc(Cc3cccs3)c(=O)n(Cn3ccnc3)n2)cc1
  116	92	107	105	101	81	.	115
- O=C(O)c1ccccc1C(=O)c1ccc2c(c1)CCC2
  100	97	89	87	104	87	91	101
- CCOC(=O)/C=C/c1ccc(OC)cc1
  97	102	80	77	92	100	92	99
- C=CCN1C(=O)/C(=C/C(=O)OCC)S/C1=N\Nc1cc(=O)[nH]c2ccc(Br)cc12
  103	97	89	103	100	99	93	101
- CCCCCCC1CCCCN1C(c1ccccc1)C(O)c1ccccc1 (stereo not drawn)
  62	.	60	51	45	56	48	47
- CCCCCCCC/C(C=O)=C\c1ccccc1
  93	102	99	101	97	98	105	98
- NC(=N/N=C(/c1ccccc1)c1ccc(N)cc1)/C(N)=N\N=C(/c1ccccc1)c1ccc(N)cc1
  99	100	97	91	101	88	82	101
- CC1=C[C@H]2c3c(c(O)c(O)c4oc(-c5ccccc5)cc(=O)c34)[C@H](c3cc(O)c(O)c4oc(-c5ccccc5)cc(=O)c34)[C@H]2C(C)(C)C1
  14	-87*	-2.1*	2.9*	.	4.6*	-10*	-28*
- COc1ccc(CNc2ccc(Nc3ncc(NC(=O)Nc4cc(OC)cc(OC)c4)c(Oc4ccc(OC)cc4)n3)cn2)cc1
  105	104	92	87	80	100	78	96
- CCCCN(CCCC)CCCNc1nccc2ccccc12
  93	57	74	85	98	76	30	66
- CCOC(=O)C1=C(C)N=c2s/c(=C\c3cc(Cl)ccc3O)c(=O)n2C1c1ccc(OC)cc1 (stereo not drawn)
  .	95	110	95	89	85	69	88
- O=c1[nH]c2c(cnn2-c2ccc(Cl)cc2)c(=O)n1-c1cccc(Cl)c1
  120	98	87	103	97	103	63	104
- O=C(CCc1nnc(-c2ccc(O)cc2)o1)c1nc2ccccc2[nH]1
  102	100	102	107	107	93	.	96
- Nc1ccc2c(O)c(N=Nc3ccccc3)c(S(=O)(=O)O)cc2c1
  99	91	80	102	101	97	92	98

Four compounds out of the list, sorted by SMILES length, smallest number first:
Values in the order: EKVX	LOX IMVI	HOP-62	A549/ATCC	SK-MEL-5	CCRF-CEM	HOP-92	M14
- CCCCCCC1CCCCN1C(c1ccccc1)C(O)c1ccccc1 (stereo not drawn)
  62	.	60	51	45	56	48	47
- Nc1ccc2c(O)c(N=Nc3ccccc3)c(S(=O)(=O)O)cc2c1
  99	91	80	102	101	97	92	98
- CCOC(=O)C1=C(C)NC(C)=C(C(=O)OC)C1c1cccc([N+](=O)[O-])c1 (stereo not drawn)
  76	94	107	87	.	101	.	92
- NC(=N/N=C(/c1ccccc1)c1ccc(N)cc1)/C(N)=N\N=C(/c1ccccc1)c1ccc(N)cc1
  99	100	97	91	101	88	82	101

Of the compounds above, 2 contain bromine:
Values in the order: EKVX	LOX IMVI	HOP-62	A549/ATCC	SK-MEL-5	CCRF-CEM	HOP-92	M14
- COc1cc(CNC(=O)CCCC/C=C/C(C)C)ccc1OCc1nnc(Nc2ccccc2Br)o1
  91	94	.	101	101	97	100	101
- C=CCN1C(=O)/C(=C/C(=O)OCC)S/C1=N\Nc1cc(=O)[nH]c2ccc(Br)cc12
  103	97	89	103	100	99	93	101

Continued:
Values in the order: EKVX	LOX IMVI	HOP-62	A549/ATCC	SK-MEL-5	CCRF-CEM	HOP-92	M14
- CNC(=O)N/N=C/c1ccc([N+](=O)[O-])o1
  107	89	102	82	99	97	101	102
- Cc1[nH]ccc2c1[nH]c1cc(=O)ccc12
  82	80	91	89	97	96	.	91
- C#CCSc1nc2sc3c(c2c(=O)n1-c1ccc([N+](=O)[O-])cc1)CCCCC3
  88	80	94	95	91	88	87	85
- C=C(C)C(=O)Nc1ccccc1
  96	97	96	90	102	99	97	98
- Cc1cc(C)n(/N=C/c2ccccc2)c(=O)c1C#N
  .	102	96	98	103	100	93	103
- COc1cc(-n2cc(COc3ncnc4c3cnn4-c3ccccc3)nn2)cc(OC)c1OC
  93	94	99	94	80	95	84	93
- COc1ccc(C/C(C)=C(/c2ccc(OCCN3CCCC3)cc2)c2ccc(OC(=O)NCc3ccccc3)cc2)cc1
  87	84	92	72	78	47	66	-21*
- O=C1Nc2cc(-c3ccc(NS(=O)(=O)c4ccc([N+](=O)[O-])cc4)cc3)ccc2/C1=C/c1ccc[nH]1
  3.2*	-21*	0.1*	-32*	24	28	-30*	-14*
- CN(C)CCn1c2ccccc2c2nc3cc(Cl)c(Cl)cc3nc21
  71	.	64	50	89	65	70	94
- O=c1cc(SCc2ccc(Cl)cc2Cl)nc[nH]1
  105	97	87	99	102	97	.	98
- Cc1c(-c2ccccc2)nc(N2CCOCC2)c(C#N)c1C#N
  83	90	81	82	101	98	96	98
- CCCCc1nc(Cl)c(C2CC(c3ccc(C(F)(F)F)cc3)=NN2C(C)=O)[nH]1 (stereo not drawn)
  84	101	96	83	95	95	90	94
- CCCc1[nH]nc(-c2n[nH]c(CCC)c2CC)c1CC
  99	85	128	120	107	105	93	110
- CCOC(=O)C1C(=O)C=C(c2ccccc2)CC1c1sc(N(C)Cc2ccccc2)nc1Cl (stereo not drawn)
  88	88	86	84	93	84	.	95
- CCCCCOC(=O)N1CCCCC1CCCC (stereo not drawn)
  104	104	116	101	112	94	102	106
- O=C(CC(NC(=O)OCc1ccccc1)c1nn[nH]n1)OCc1ccccc1 (stereo not drawn)
  105	97	103	88	102	100	103	128
- O=C1C2=C(CCN(Cc3ccccc3)C2)N2CCN=C2N1Cc1ccc(C(F)(F)F)cc1
  21	29	31	28	14	53	19	37
- O=C(Nc1ccc(Cl)cc1)Nc1cccc(Oc2nnc(Cl)c3ccccc23)c1
  62	86	93	78	96	66	104	103
- NC(CC(=O)OCc1ccccc1)C(=O)OCc1ccccc1 (stereo not drawn)
  98	100	101	108	102	105	92	97
- O=[N+]([O-])c1cccc(CO/N=C\c2cc(Cl)ccc2O)c1
  95	75	106	85	99	10	95	98

Single values from above.
EKVX, O=C(Nc1ccc(Cl)cc1)Nc1cccc(Oc2nnc(Cl)c3ccccc23)c1 stands at 62
LOX IMVI, O=c1cc(SCc2ccc(Cl)cc2Cl)nc[nH]1 stands at 97

Remaining list, next part.
Values in the order: EKVX	LOX IMVI	HOP-62	A549/ATCC	SK-MEL-5	CCRF-CEM	HOP-92	M14
- CC(=O)OCC1OC(OC2C(COC(C)=O)OC(Sc3ccccc3)C(OC(C)=O)C2OC(C)=O)C(OC(C)=O)C(OC(C)=O)C1OC(C)=O (stereo not drawn)
  .	102	93	98	101	104	85	96
- CC(=O)Nc1cc(=O)[nH]c(SCC(=O)N2CCN(c3cc4c(cc3F)c(=O)c(C(=O)O)cn4C3CC3)CC2)n1
  100	99	92	104	99	105	93	98
- COc1cc(-c2nn(C(C)(C)C)cc2-c2ccnc(NCCCNS(=O)(=O)c3ccc(C)cc3)n2)ccc1Cl
  46	73	71	60	83	.	70	91
- COc1cc2c(cc1NC(=O)c1ccccc1-c1ccccc1C(=O)O)-c1ccccc1C2
  97	94	105	92	81	90	107	112
- CCCCN(CCCC)CC(O)c1cc2c(Cl)cc(Cl)cc2c2cc(C(F)(F)F)ccc12 (stereo not drawn)
  85	55	101	79	102	108	62	95
- CC(=O)c1nn(-c2ccc(S(N)(=O)=O)cc2)c2nc3nccc(-c4cc5ccccc5oc4=O)c3c(=O)n12
  108	83	92	106	77	80	.	88
- COc1ccc(CN2CCO[C@H](COc3ccccc3)C2)cc1F
  101	96	102	102	99	103	88	103
- CCCc1ccc(C)c(Br)c1
  102	.	92	95	101	101	88	98
- COc1cc(OC)c(NC(=O)CC(C)=O)cc1Cl
  107	99	111	100	100	97	100	106
- COC(=O)c1c(C(=O)OC)c2n(CC(=O)Nc3cccc4cccnc34)c3ccccc3n2c1C(=O)c1ccc(C)cc1
  97	99	96	91	96	95	90	100
- Cc1ccc2nc(-c3ccc(C(=O)N/N=C/c4cc(O)c(O)c(O)c4)cc3)[nH]c2c1
  99	95	92	107	88	90	99	98
- Nc1ccc(C2=Nc3cccc4cccc(c34)S2)cc1
  67	92	84	82	89	68	.	84
- CCCCCC(Oc1ccc(Cl)cc1Cl)C(=O)OCC (stereo not drawn)
  102	95	96	97	103	.	.	102
- Cc1ccc(-c2cc3nc(C(Cl)Cl)nc(-c4ccccc4C)n3n2)cc1
  71	.	68	23	83	96	65	94
- N#CSCc1ccc(Cl)c(CSC#N)c1
  75	20	74	36	20	12	-4.4*	9.4*
- CN(C)Cc1c[nH]c2nccnc12
  100	98	112	101	106	102	92	117
- CCC(Oc1ccc(N)cc1)C(=O)O (stereo not drawn)
  94	99	85	80	99	103	87	99
- SCc1cc2c(cc1Br)OCO2
  112	91	94	91	101	84	83	100
- O=C(COc1ccccc1)Oc1c(Cl)c(Cl)c(Cl)c(Cl)c1Cl
  85	90	86	90	91	102	79	100
- CN(C)CCCN(Cc1ccccc1O)C(=S)Nc1cccc2ccccc12
  .	99	106	102	86	101	81	108

Next part
Values in the order: EKVX	LOX IMVI	HOP-62	A549/ATCC	SK-MEL-5	CCRF-CEM	HOP-92	M14
- CCOC(=O)c1c2ncccc2n2c(=O)n(-c3ccccc3C)nnc12
  74	87	79	102	84	.	128	99
- COc1ccc(CCC2NCCc3c(Br)c4c(c(OC)c32)OCO4)cc1 (stereo not drawn)
  24	-27*	18	24	-17*	20	16	-31*
- CCOC(=O)C(C)C(O)c1ccccc1 (stereo not drawn)
  110	100	109	102	.	97	.	105
- CCCCSc1nc(N)nc2nc[nH]c12
  102	98	92	90	97	94	81	98
- CSc1nc(-c2cccc(Br)c2)c(C#N)c(=O)n1C
  102	99	109	.	97	80	103	97
- CC(=O)Nc1nc(C)c(C(=O)NNS(=O)(=O)c2ccccc2)s1
  113	99	-99*	103	105	114	.	98
- Cc1ccc(NC(=O)c2sc3nc(C)c(Br)c(C)c3c2N)cc1C
  71	66	85	88	97	92	85	80
- CCOC(=O)/C(=C\c1cn(C(C)=O)c2ccccc12)P(C)(=O)OCC (stereo not drawn)
  87	88	87	103	84	103	81	96
- NC(=O)c1c(NC(=O)COC(=O)c2ccccc2Br)sc2c1CCC2
  109	94	99	104	111	87	99	100
- CSc1ncc(C(N)=O)c(N)n1
  113	95	101	96	102	.	105	95
- O=C(CN1CCCCC1)Nc1nc2ccc(NCc3ccc([N+](=O)[O-])cc3)cc2s1
  74	76	100	93	84	71	80	89
- CC(C)=C1C(=O)Nc2cc(Cl)c(CCCl)cc21
  .	110	109	107	105	102	102	106
- CC(=O)Nc1ccc(S(=O)(=O)c2ccc(NC(C)=O)cc2)cc1
  88&114	93&96	100&102	104&103	107&111	98&104	79&104	109&109
